Screening data from PubChem.
INS promoter inh = TRM-6 insulin promoter activity inhibition; inhibition, % at 2 µM; actives 0.9% (n = 130,000); AID 1273; TRM-6 cells (human fetal islet line), insulin promoter-eGFP reporter, imaging; reporter expression induced with tamoxifen;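 active = inhibition above the mean plus 3 SD, with well images judged a real hit on visual review, cut at about 60% in these data, passing the limit was not always enough; inconclusive = inhibition over the cutoff but images rejected on review; inactive = inhibition not above the cutoff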
sdo1 growth = compounds rescuing growth of sdo1-depleted yeast, bone marrow failure model | S. cerevisiae sdo1-depleted JHY4D growth rescue, OD600 30 h; active compounds read high; pdr5 snq2 efflux-pump mutant strain | z-score at 10 µM | actives 0.21% (n = 140,000) | AID 817;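 active = z-score above 3 at both the 24 hr and the 30 hr optical density reads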;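 note: z-score against mean and SD of all compound wells on the same plate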
sdo1 growth Rescue 24 h = further read-out of sdo1 growth, marked with its call; z-score; S. cerevisiae sdo1-depleted JHY4D growth rescue, OD600; measured here: growth rescue at 24 h;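 0 is the plate mean of compound wells and units are plate SD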
Starred values were filed as active, the others as inactive; i = inactive; ? = inconclusive; · = not tested or not shown; [ ] = another dose, or the depositor's remark. An excerpt. The share of hits here may be higher or lower than overall.

Values in the order: sdo1 growth | sdo1 growth Rescue 24 h | INS promoter inh
> CC(C)c1ccc(O)c(NC(=O)c2cncc(Br)c2)c1
    0.91 | 1.2 | -100
> COC(=O)Cn1nc(-c2ccccc2)c2ccccc21
    -1.1[13.9 µM] | -0.91 | ·
> CC(C)(C)c1nnc(NS(C)(=O)=O)s1
    · | · | -31
> CCCCOC(=O)C1C2C=C[C@]3(CN(C(C)c4ccc(OC)cc4)C(=O)[C@H]13)O2 (stereo partly specified)
    0.33 | 0.26 | ·
> CCOC(=O)N1CCN(C(=O)CSCC(=O)N=c2sc3ccccc3n2C)CC1
    -0.7 | -0.64 | -41
> O=C(CNC(=O)c1ccc(Cl)cc1Cl)NCC(=O)Nc1ccccc1N1CCOCC1
    1.1 | -1 | ·
> C=C(c1ccc(OCCO)cc1)c1ccc(OCCO)cc1
    -0.52 | 0.43 | i
> Cc1cccc(NC(=O)N(Cc2nc3ccccc3c(=O)[nH]2)C2CCCC2)c1
    -1.4 | -1.2 | 20
> CCCCSc1nc(CCC)cc(=O)[nH]1
    -0.03 | 0.05 | 17
> CCOC(=O)C(NC(=O)CC(C)C)(Nc1sc2c(c1C(N)=O)CCCC2)C(F)(F)F (stereo unspecified)
    0.9 | 0.25 | -450
> Cc1nc2ncnn2c(C)c1CCC(=O)N1CCc2ccccc21
    -0.63 | -1.3 | ·
> COC(=O)Cc1ccc(NC(=S)N2CCCC(CO)C2)cc1 (stereo unspecified)
    -0.74 | -1.6 | ·
> COc1ccc(C(=O)c2sc3nc(-c4ccc(OC)cc4)ccc3c2N)cc1
    0.08 | 0.83 | -245
> c1ccc(CCc2nc(-c3cccnc3)no2)cc1
    -0.49 | -0.44 | 38
> COC(=O)CSCc1nc2ccccc2[nH]c1=O
    1.9 | 1.4 | -120

Full records, quoted from the list.
C=C(c1ccc(OCCO)cc1)c1ccc(OCCO)cc1 reads sdo1 growth = -0.52; sdo1 growth Rescue 24 h = 0.43; INS promoter inh = i
COC(=O)CSCc1nc2ccccc2[nH]c1=O reads sdo1 growth = 1.9; sdo1 growth Rescue 24 h = 1.4; INS promoter inh = -120

(listing goes on)
Values in the order: sdo1 growth | sdo1 growth Rescue 24 h | INS promoter inh
> Cc1cccc2c(CC(=O)O)noc12
    -0.12 | -0.12 | 19
> Cc1cc(C)c(NC(=O)c2ccc(CN3CCc4ccccc4C3)cc2)c(C)c1
    0.16 | -0.67 | 32
> COc1ccc(C(C)(C)C)cc1NC(=O)CNc1cccc2ccccc12
    0.81 | 0.65 | 22
> CCOc1ccccc1/C=C(/NC(=O)c1ccccc1)C(=O)NC(C)c1ccccc1 (stereo unspecified)
    -1.3 | -1.4 | ·
> CC(C)CNC(=O)c1ccccc1Oc1ccccc1
    -0.01 | -1.5 | -21
> CCN(CC)P(=O)(Nc1ccc(SC(F)F)cc1)c1ccc(N(C)C)cc1NC(=O)c1ccco1 (stereo unspecified)
    · | · | -57
> CC(C)Sc1nc2ncnc(N)c2[nH]1
    · | · | 44
> COc1ccc(OC)c(S(=O)(=O)N(C)CC(=O)Nc2ccc3c(c2)OCO3)c1
    0.26 | 0.96 | 16
> CCC(C)OC(=O)n1ccc(C(=O)Nc2nccs2)n1 (stereo unspecified)
    1.6 | 2.3 | 22
> Cc1cccc(OCC(=O)NC(=S)Nc2ccc(S(=O)(=O)NC3CCCCC3)cc2)c1
    -1.2 | -1.1 | -29
> CCOc1ccc(N2C(=O)CN(c3cccc4ccccc34)C2=S)cc1
    · | · | -29
> COc1ccc(OCCSc2nnc(-c3cccnc3)n2N)cc1
    2.1 | 2 | 22
> COc1cccc(NC(=O)Nc2ccc3c(c2)N(C)C(=O)CS3)c1
    1.9 | 1.4 | -28
> CCCNC(=O)c1ccccc1NC(=O)c1ccccc1N(C)S(=O)(=O)c1ccccc1
    0.05 | -0.34 | ·
> Cc1ccc(NC(=O)C2CCCN2S(=O)(=O)c2ccc3c(c2)CCC(=O)N3)cc1Cl (stereo unspecified)
    1.4 | 1.6 | ·
> CN(C(=O)CSc1nc(C2CC2)nc2ccccc12)c1nc(-c2ccccc2)cs1
    -1.6 | -0.83 | 5
> COc1cccc(/C=N/NC(=O)CC(=O)NCCc2ccc(OC)c(OC)c2)c1
    0.4 | 0.02 | -18
> COc1cccc(/C=C/C(=O)OCC(=O)Nc2cc(S(=O)(=O)N3CCOCC3)ccc2C)c1
    · | · | -45
> CCN1CCN(C(=O)CCc2nc3ccccc3n2-c2ccccc2)CC1
    0.37 | 0.03 | -22
> Cn1c(N/N=C/c2cccs2)cc(=O)n(C)c1=O
    0.61 | 0.84 | -22
> CCN1C(=O)C2C(C1=O)N1C(c3cccs3)C3C(=O)N(CC)C(=O)C3N1C2c1cccs1 (stereo unspecified)
    1.6 | 1.2 | -26
> Cc1[nH]nc2c1C(c1ccoc1)C(C#N)=C(N)O2 (stereo unspecified)
    0.53[16 µM] | 0.32 | 22
> Cc1ccc(-c2nnn(CC(=O)Nc3ccccc3N3CCOCC3)n2)cc1
    0.58 | -0.04 | -30
> CCOC(=O)N1CCC(NCCNC(=O)c2cccs2)CC1
    0.5 | -0.16 | -167
> C[C@H](NC(=O)c1ccco1)C(=O)Nc1ccc2c(c1)OCO2
    · | · | -29
> Cc1cc(C(=O)NCCc2ccc(Cl)cc2)no1
    · | · | 5
> CCCn1c(O)c(CN2CCCC(C)C2)c(C)c(C#N)c1=O (stereo unspecified)
    1.2 | 1.4 | 21
> Cc1sc(-c2ccncc2)nc1OC(=O)c1ccccc1
    0.02 | 1.5 | -4
> CCCCCCC(=O)NNC(=O)c1c(O)c2ccccc2n(CCC)c1=O
    · | · | 14
> O=C(C(Cl)Cl)N1c2ccccc2OCC1c1ccccc1 (stereo unspecified)
    -0.89 | -0.91 | -10
> O=C(C1CCC1)N1CCc2cc(S(=O)(=O)N3CCCCC3)ccc21
    -0.11 | -0.14 | 35
> COc1ccc(CCNc2oc(-c3ccc(OC)c(OC)c3)nc2P(=O)(OC)OC)cc1OC
    -0.32 | -0.89 | -60
> Cn1cnnc1SC1c2cccc3cccc(c23)C1NS(=O)(=O)c1ccccc1 (stereo unspecified)
    -0.38 | -1.1 | -13
> O=C(N/N=C/c1ccc(N2CCOCC2)s1)c1ccccc1Br
    · | · | -42
> CN(Cc1ccccc1)C(=O)CN1CCN(C(c2ccccc2)c2ccccc2)CC1
    · | · | 0
> COc1ccc(CNC(=O)c2cnc(C)cn2)cc1
    -0.24 | -0.5 | -73
> Cn1c(=O)c(Sc2ccc(Cl)cc2)c(O)c2ccccc21
    -1.3 | -1.2 | 49
> O=C(CN(c1ccc(F)cc1)S(=O)(=O)c1ccc2c(c1)OCCO2)NCc1cccnc1
    0.37 | 0.49 | 59
> CCCn1nnnc1NC(=O)c1cccs1
    -0.32 | -1.2 | 11
> Cc1ccc(C)c2[nH]c(=O)c(CN(CCN3CCCC3)C(=O)Nc3cccc(Cl)c3)cc12
    -1.2 | -0.98 | -3
> Cc1cc2oc(=O)cc(CN3CCCc4ccccc43)c2cc1C
    -0.42 | 0.2 | ·
> COc1cc2c(cc1OC)CN(C(=O)c1cc3ccccc3oc1=O)CC2
    0.23 | 0.04 | 21
> COc1ccc(CCNC(=O)C2CCCCC2C(=O)O)cc1OC (stereo unspecified)
    0.81 | 0.59 | 46
> O=C(NC1CCCCC1)C(c1ccco1)N(CCc1ccccc1)C(=O)C(F)(F)F (stereo unspecified)
    -0.11 | 0.56 | 66
> CCn1c2ccccc2c2cc(C3C(C#N)=C(N)Oc4n[nH]c(COC)c43)ccc21 (stereo unspecified)
    -0.25 | 0.15 | -294
> Cc1cccc(C)c1NC(=O)CN1N=NC2C(=O)N(c3cccc(Cl)c3)C(=O)C21 (stereo unspecified)
    1.1 | -0.36 | 45
> COc1ccc(Cn2c(O)c(C=Nc3ccc(OC)cc3)c3ccccc3c2=O)cc1
    0.06 | -0.21 | -9
> COc1ccc(Cn2c(=O)[nH]c3cc(C(=O)NCCCN4CCCC4=O)ccc3c2=O)cc1
    0.57 | 0.54 | ·
> COc1ccc(CNC(=O)C2CCN(S(=O)(=O)N3CCOCC3)CC2)cc1
    0.78 | 0.15 | ?
> Cc1ccc(S(=O)(=O)N(CC(=O)N/N=C/c2cccc3c2OCCO3)c2ccccc2F)cc1
    0.37 | 0.84 | 20
> Cn1c2ccccc2c2cc(C(=O)O)ccc21
    0.08 | 0.03 | 56
> Cc1cc(NC(=O)c2ccccc2-c2ccccc2)ccc1Br
    -1.3 | -1.2 | 8
> Cc1c(-c2ccccc2)nc(-c2ccccc2)[nH]c1=O
    -0.7 | -0.31 | -10
> NC(=O)c1c(NC(=O)CSc2nnc(Cc3ccccc3)n2Cc2ccco2)sc2c1CCC2
    0.27 | 0.91 | ·
> COC(=O)/C(=C\c1c[nH]c2ccccc12)NC(C)=O
    0.19 | -0.23 | -48
> CC(=O)NC(CCS(C)(=O)=O)C(=O)Nc1c(F)cccc1F (stereo unspecified)
    -1.2 | -0.33 | -27
> O=C(c1cc2cc(Cl)ccc2oc1=O)N1CCCC1
    0.86 | 0.29 | -294
> Cc1nn(Cc2ccc(Cl)cc2Cl)c(C)c1NC(=O)NC12CC3CC(CC(C3)C1)C2
    -1.1 | -0.68 | -317
> COC(=O)C(C)(C(=O)OC)c1ccccc1[N+](=O)[O-]
    -0.17 | -1.5 | -436
> CCOc1ccc(N(CC(=O)NCc2ccccc2)S(=O)(=O)c2c(C)noc2C)cc1
    0.51 | 0.2 | ·

Shown with the structure last: three of the compounds above
sdo1 growth | sdo1 growth Rescue 24 h | INS promoter inh | SMILES
-1.2 | -0.33 | -27 | CC(=O)NC(CCS(C)(=O)=O)C(=O)Nc1c(F)cccc1F (stereo unspecified)
0.86 | 0.29 | -294 | O=C(c1cc2cc(Cl)ccc2oc1=O)N1CCCC1
-1.1 | -0.68 | -317 | Cc1nn(Cc2ccc(Cl)cc2Cl)c(C)c1NC(=O)NC12CC3CC(CC(C3)C1)C2

Additional records.
Values in the order: sdo1 growth | sdo1 growth Rescue 24 h | INS promoter inh
> CCn1c(Cc2ccccc2)nnc1SCC(=O)c1cccc([N+](=O)[O-])c1
    -0.36 | -0.29 | -33
> Cc1ccc(C(C)NC(=O)c2c(C)noc2C)cc1C (stereo unspecified)
    -0.18 | -0.05 | 12
> COc1ccc2c(c1)CCCC21NC(=O)NC1=O (stereo unspecified)
    0.16 | 0.39 | 39
> COc1ccc(-n2cc(C(=O)O)c(=O)cc2C)cc1
    · | · | 23
> COC(=O)c1cn(NC(=O)C2COc3ccccc3O2)c(=O)c2ccccc12 (stereo unspecified)
    -2.7 | -1.9 | ·
> CC(C)(C)c1cc(NC(=O)CSc2nncs2)n(-c2ccccc2)n1
    1.8 | 0.48 | -35
> CNC(=O)c1cc2cc(OC)ccc2oc1=N
    12* | 9.5* | -19
> CNC(=O)c1cc2cccc(OC)c2oc1=O
    1.6 | 1.6 | -12
> O=C(c1ccco1)N1CCC(c2nc(-c3ccc(F)cc3)no2)CC1
    -1.2 | -0.98 | 36
> C/C(=N/NC(=O)CCC(=O)Nc1cccc(Cl)c1)c1ccc(C)cc1
    0.65 | 0.8 | 8
> COc1cc(/C=C(\C#N)C(=O)NC(C)C)cc(Cl)c1O
    · | · | -13
> CC(C)(C)C1CCc2c(sc(NC(=O)CSc3nnc(-c4ccccc4)o3)c2C#N)C1 (stereo unspecified)
    1.4 | 1.2 | 39
> COc1ccc2cc3cc(C(=O)NCc4ccc5c(c4)OCO5)oc3nc2c1
    -1.5 | -0.85 | 0
> O=C(Nc1ccccc1Cl)ON=C1c2ccccc2-c2ccccc21
    -2.2 | -1.7 | ·
> N#CC1=C(N)Oc2n[nH]c(-c3ccc(F)cc3)c2C1c1ccncc1 (stereo unspecified)
    -0.76 | -1.2 | ·

Two compounds picked at random from those above:
Values in the order: sdo1 growth | sdo1 growth Rescue 24 h | INS promoter inh
> COc1ccc(Cn2c(O)c(C=Nc3ccc(OC)cc3)c3ccccc3c2=O)cc1
    0.06 | -0.21 | -9
> COC(=O)CSCc1nc2ccccc2[nH]c1=O
    1.9 | 1.4 | -120

Further compounds.
Values in the order: sdo1 growth | sdo1 growth Rescue 24 h | INS promoter inh
> O=C(O)CN1C(=O)CC(Cc2ccc(Cl)cc2)C1=O (stereo unspecified)
    0.56 | 0.76 | ·
> Cc1cccc(NC(=O)CSc2nnc(-c3ccco3)c(-c3ccco3)n2)c1C
    -0.25 | -0.26 | 11
> CC(C)(C)C(=O)N1CCC[C@H]1C(O)(c1ccccc1)c1ccccc1
    -0.95 | -0.8 | -31
> CCOc1cccc(OCCOCCOc2ccccc2C(C)=O)c1
    0.28 | 0.78 | -17
> C[C@@H](C(=O)NCC1CC1)[C@@H]1C[C@@]1(C)[C@@H](NC(=O)OCc1ccccc1)c1ccccc1
    -0.24 | -0.29 | 0
> Cc1ccc(S(=O)(=O)N(C)C)cc1NC(=O)c1ccc(OC(F)(F)F)cc1
    1 | 0.9 | ·
> CCOc1ccccc1NC(=O)CN(Cc1ccccc1)S(C)(=O)=O
    -0.28 | 0.06 | -33
> CCOC(=O)N/N=C/c1c(F)c(F)c(F)c(F)c1F
    -0.19 | 0.21 | 5
> CC1(C)CC(OC(=O)c2ccco2)CC(C)(C)N1O
    0.28 | -1 | ·
> C#CCOCCOCCOCCNc1nc(N2CCN(C(=O)[C@H]([C@@H](C)O)n3cc(CCCCN)nn3)CC2)nc(N2CCN(C(=O)[C@H]([C@@H](C)CC)n3cc(CCCN=C(N)N)nn3)CC2)n1
    1.4 | 1.2 | 15
> CC1(C)C(=O)OC(c2cccs2)C(C)(C)C1=O (stereo unspecified)
    0.93 | 0.2 | ·
> CCn1c2ccccc2c2cc(NC(=O)CSc3nnc(-c4ccc(OC)c(OC)c4)n3N)ccc21
    -0.86 | 0.29 | -31
> COc1ccccc1N1CCN(CC(=O)c2c(C)[nH]c3ccccc23)CC1
    0.57 | 0.72 | ·
> CC1(C)CC(=O)C2=C(C1)Nc1ccccc1N=C2
    0.51 | 0.15 | -5
